Bioassay records as filed in PubChem BioAssay.
ARFGAP1 inhibitor – rat ARFGAP1 inhibition; Q62848; Arfgap1-stimulated ARF1 GTP hydrolysis, GDP FP detection; inhibition, % at 16.5 µM; 360,000 tested, 0.26% active;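 active = inhibition above a per-plate limit, mean inhibition of low control wells plus 3 SD, cut at about 25% in these data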;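 note: 0% = DMSO wells with enzyme and 100% = wells lacking Arfgap1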
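Assay system: purified rat His6-Arfgap1 residues 1-136 (GAP domain); Reagent: human Δ17 ARF1 bound to GTP; Dosing: 16.5 µM single point, 1.26% DMSO; Times: GTP hydrolysis reaction 2 h at 25 °C; Signal: FP, GDP Alexa 633 tracer displaced from anti-GDP antibody, 620/688 nm; Measure: % inhibition from polarization.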
DDE Tn6 FP inh – inhibitors of Tn6 peptide binding to human fibrin DD(E); P02675; Fibrin DD(E) TRITC-Tn6 fluorescence polarization displacement; inhibition, % at 8.3 µM; 370,000 tested, 0.21% active; AID 720509;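 active = inhibition above a per-campaign cutoff: mean of compounds within control limits plus 3 SD, cut at about 15% in these data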;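 note: 0% = median of all compound wells on the plate and 100% = blocking peptide control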
Target sequence (P02675 whole entry, looked up): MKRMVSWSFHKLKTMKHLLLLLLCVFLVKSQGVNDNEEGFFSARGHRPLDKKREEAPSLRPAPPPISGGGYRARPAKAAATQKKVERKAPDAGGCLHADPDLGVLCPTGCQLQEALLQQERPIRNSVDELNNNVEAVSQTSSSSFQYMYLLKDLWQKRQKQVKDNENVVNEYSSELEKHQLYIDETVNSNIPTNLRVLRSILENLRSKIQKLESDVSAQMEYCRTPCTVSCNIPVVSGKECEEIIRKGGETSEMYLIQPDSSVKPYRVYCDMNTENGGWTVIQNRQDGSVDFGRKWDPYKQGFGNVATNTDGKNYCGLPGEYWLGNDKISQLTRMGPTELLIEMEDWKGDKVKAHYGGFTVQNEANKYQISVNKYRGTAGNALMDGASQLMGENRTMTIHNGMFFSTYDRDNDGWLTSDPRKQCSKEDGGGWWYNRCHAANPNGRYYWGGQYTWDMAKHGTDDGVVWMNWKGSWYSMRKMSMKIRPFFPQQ
proKLK7 act – activates the human kallikrein-7 zymogen | activation, % at 7 µM | AID 652039 | 370,000 tested, 0.9% active | P49862 | purified proKLK7, EDANS-DABCYL substrate fluorescence; 100% is mature enzyme control, 0% vehicle;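 active = activation above the mean of all tested compounds plus 3 SD, computed per campaign excluding outliers beyond control limits, cut at about 13% in these data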
ADAM17 inh – ADAM17 inhibition, QFRET primary screen | recombinant ADAM17, EDANS/DABCYL FRET peptide cleavage | 370,000 tested, 0.83% active | inhibition, % at 6.95 µM | P78536 | AID 720648;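 active = inhibition above the mean of compounds lying between control limits plus 3 SD, set per campaign, cut at about 8.5% in these data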;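 note: 0% = DMSO-only wells as the low control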
PLCg1 inh – blocks human PLC-gamma1 enzyme activity | P19174 | purified PLC-gamma1, fluorogenic substrate, fluorescence | inhibition, % at 12.2 µM | 370,000 tested, 0.84% active | AID 720700; in the data active = inhibition above about 9.5%
DDE Tn7 FP inh – inhibitors of Tn7 peptide binding to human fibrin DD(E) | P02675 | FP displacement of FITC-Tn7 peptide from fibrin DD(E); 0% = median of compound wells per plate | inhibition, % at 8.3 µM | 370,000 tested, 0.13% active | AID 720508;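 active = inhibition above the mean of compounds falling within the control limits plus 3 SD of them, cut at about 14% in these data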;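 note: 0% = plate median of compound wells and 100% = 10 µM Aha-Tn7 peptide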
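assay system = human clot-derived fibrin DD(E) complex | quantity = Fibrin-DD(E) at 2 µM final | timing = 10 min preincubation, 3 h with tracer, room temperature | signal = fluorescence polarization | measure = percent inhibition | benchmarks = high control wells with 10 µM unlabelled Aha-Tn7 peptide (full inhibition) | replicates = singlicate testing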
LEDGF integ inh – blocks HIV-1 LEDGF/p75-dependent DNA integration; inhibition, % at 3.7 µM; 370,000 tested, 0.64% active; TR-FRET IN-LEDGF/p75 DNA integration, Eu/Cy5;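 active = inhibition above the screen-wide mean plus 3 SD, cut at about 13% in these data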;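 note: signal is the Cy5 over europium emission ratio at 671 and 618 nm; 0% = plate median of compound wells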
ADAM10 inh – inhibitors of human ADAM10 | O14672 | recombinant ADAM10, EDANS/DABCYL FRET peptide cleavage, 3 h | inhibition, % at 7 µM | 370,000 tested, 0.62% active;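 active = inhibition above a per-campaign cutoff equal to the mean of compounds falling between control-based bounds plus 3 SD, cut at about 20% in these data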;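 note: 0% = DMSO wells while the 100% control is not disclosed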
Target sequence (O14672 214-748 limits assumed): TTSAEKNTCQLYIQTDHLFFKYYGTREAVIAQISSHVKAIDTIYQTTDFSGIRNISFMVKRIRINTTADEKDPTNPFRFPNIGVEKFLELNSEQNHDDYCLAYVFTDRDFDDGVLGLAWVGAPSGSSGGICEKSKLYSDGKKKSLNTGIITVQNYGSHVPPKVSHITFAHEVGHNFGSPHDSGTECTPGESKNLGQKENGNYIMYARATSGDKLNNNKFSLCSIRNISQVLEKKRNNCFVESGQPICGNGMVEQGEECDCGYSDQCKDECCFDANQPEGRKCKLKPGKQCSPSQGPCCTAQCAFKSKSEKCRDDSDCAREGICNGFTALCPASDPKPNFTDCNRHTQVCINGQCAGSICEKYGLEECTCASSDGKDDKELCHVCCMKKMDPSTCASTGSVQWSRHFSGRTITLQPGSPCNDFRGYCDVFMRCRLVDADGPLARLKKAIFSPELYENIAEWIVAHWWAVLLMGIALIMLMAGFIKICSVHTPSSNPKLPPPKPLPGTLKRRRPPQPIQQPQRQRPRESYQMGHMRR
TDP2 inh – TDP2 (human) inhibition, absorbance primary screen; O95551; recombinant TDP2, T5PNP hydrolysis, p-nitrophenol absorbance 415 nm; inhibition, % at 12.8 µM; 370,000 tested, 0.34% active;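 active = inhibition above the mean of all tested compounds plus 3 SD, set per campaign, cut at about 25% in these data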;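 note: 0% = DMSO with enzyme and 100% = buffer with substrate but no TDP2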
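Evaluation: % inhibition relative to enzyme-containing and enzyme-free wells. Material: recombinant human TDP2. Benchmarks: enzyme-free and DMSO wells. Timing: enzyme reaction with compound for 2 h at 37 °C. Compound dosing: 12.8 µM only. Measured by: p-Nitrophenol epi absorbance. Reagent: T5PNP substrate at 5 mM, a TopII-DNA adduct mimic. Replication: single well per compound.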
ASAP1 inh – blocks human ASAP1-stimulated Arf1 GTP hydrolysis | Q9ULH1 | GDP FP detection | inhibition, % at 16.5 µM | 360,000 tested, 0.19% active | AID 624377; in the data active = inhibition above about 25%;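 note: 0% = vehicle with enzyme and substrate and 100% = no enzyme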
The depositor's hits bear a star; i = inactive. An unsorted share of the library (roughly 4.2% active in at least one column).

ARFGAP1 inhibitor,DDE Tn6 FP inh,proKLK7 act,ADAM17 inh,PLCg1 inh,DDE Tn7 FP inh,LEDGF integ inh,ADAM10 inh,TDP2 inh,ASAP1 inh,molecule
-6,5,-0.4,0,-7,-2,1,-7,2,-2,COc1cccc(N2C(=O)C(c3ccccc3)=C(c3nc4ccccc4s3)C2NC(C)=O)c1 (stereo not drawn)
5,1,0.1,4,6,2,1,15,-12,-12,CSc1ccccc1C(=O)NCCSc1ccc(C)cc1
5,13,-0.7,-1,-2,10,1,-12,10,10,COc1ccc(/C=C(\C#N)C(=O)OCC(=O)N2CC(C)OC(C)C2)cc1 (stereo not drawn)
-15,-1,-0.3,2,3,1,7,6,-15,-1,Cc1ccc(S(=O)(=O)NCCn2nc(C)cc2C)cc1
-7,2,-0.1,-2,1,4,0,0,-2,-1,COCCNC(=S)N1CCN(c2cccc(C)c2C)CC1
10,-3,-2.3,5,-11,3,0,7,2,-13,COc1ccc(O)c(/C=N/Nc2nc(C)cc(-c3ccccc3)n2)c1
4,4,0.6,3,3,1,5,9,-1,-6,O=S1(=O)N[C@@H](CC2CCCCC2)COc2cc(Br)ccc21
-11,8,0.4,-4,-1,4,3,6,8,-5,O=S(=O)(/C=C/c1ccccc1)NCCc1ccccn1
-8,1,0.7,-3,3,9,-5,-4,-6,-1,COc1ccccc1N(CC(O)Cn1ccnc1C)S(=O)(=O)c1ccc(C)cc1 (stereo not drawn)
-8,3,0.3,7,4,-3,7,9,-16,12,Cc1cccc(CC2CC(=O)N(c3ncccn3)C2=O)c1 (stereo not drawn)
11,1,-1.4,-3,1,-8,1,-3,19,0,COc1ccc(S(=O)(=O)N2CCOCC2)cc1NC(=O)c1ccc(Cl)cc1
3,7,0.2,0,1,4,-5,1,0,-10,COC(=O)COc1ccc(C(=O)Cn2c(NCCCO)nc3ccccc32)cc1
6,3,0.5,6,-1,-4,2,5,-4,10,COc1ccc([C@H]2CC(=O)C=C(c3cc(F)ccc3F)C2)cc1OC
0,1,0.3,2,9,-1,1,5,-19,-6,O=C(NCc1ccccc1)C1CCCN1S(=O)(=O)c1ccc(F)cc1 (stereo not drawn)
-4,0,0.5,-3,1,7,-3,-8,3,-15,C[C@]12C=CC(=O)C=C1CCC1C2CC[C@@]2(C)C1CCC21OCCO1 (stereo partly drawn)
6,-1,0.0,-1,-2,3,-2,2,-1,-13,O=S1(=O)CC(O)C(O)CS1 (stereo not drawn)
4,-11,-3.6,-2,-86,-4,7,4,-13,-4,Cc1ccc(C)c(NC(=O)NNC(=O)c2cc3ccccc3cc2O)c1
13,-1,-0.5,-4,3,-2,12,-10,-9,4,CCOc1ccc(CNC2CCCc3ccccc32)cc1 (stereo not drawn)
-1,-9,-0.8,-3,-13,-4,4,-5,5,0,COC(=O)/C=c1/s/c(=C(\C#N)C(=O)NCc2ccco2)n(-c2ccccc2)c1=O
3,-4,-0.5,-5,1,1,-1,-2,-5,5,O=C(Nn1cnnc1)c1ccccc1F
-17,2,0.0,3,-3,-1,0,-2,17,-2,Cc1ccc(-n2c(SCC(=O)O)nc3sc4c(c3c2=O)CCCC4)cc1
-4,2,0.2,-1,1,17*,-2,3,0,-4,O=C(CP(=O)(c1ccccc1)c1ccccc1)Nn1cnnc1
0,-2,-0.1,-6,-1,2,-1,4,3,-9,O=C(c1cccc(F)c1)N1CCN(S(=O)(=O)c2ccc(C(F)(F)F)cc2)CC1
-2,2,-0.2,-4,-2,-2,-2,0,-7,6,CCOC(=O)c1c(C)n(CC(O)CN(CC)CC)c2cc(Br)c(OC)cc12 (stereo not drawn)
8,-1,0.4,2,0,0,0,3,-6,9,O=C(CCSc1ccccc1)Nc1ccc(S(=O)(=O)N2CCOCC2)cc1
-2,4,0.1,-3,0,0,-2,1,0,4,COCCn1c(SCC(=O)Nc2cccc(C(=O)OC)c2)nc2ccccc2c1=O
4,2,0.3,2,3,-1,0,6,-3,-11,Cc1cc(C)cc(Nc2nc3ccccc3c(=O)[nH]2)c1
11,-5,-0.4,3,-7,0,-1,10,4,-9,S=c1[nH]cc(Oc2ccc(Cl)cc2Cl)c(=S)[nH]1
-15,-1,0.6,2,0,6,0,0,9,-1,O=C(CCc1c[nH]c2ccccc12)N1CCCC1
6,4,-0.6,-6,-39,-2,4,-14,-10,-11,CC1(C)C2CC=C(/C=N/NC(=O)c3ccccc3O)C1C2 (stereo not drawn)
5,-1,0.1,-4,-1,-7,-2,-8,7,17,COCCNC(=O)C1CCCN(C(=O)c2nc(C)oc2C)CC1 (stereo not drawn)
2,-2,-0.1,0,1,-6,1,-6,2,8,O=C(CC1Oc2ccccc2NC1=O)NCCCN1CCN(C2CCCCC2)CC1 (stereo not drawn)
-1,-10,-0.1,4,4,-5,-5,9,-9,4,Cc1ccc(CSCC(=O)N/N=C/c2ccc(OCC(=O)Nc3ccc(C)cc3)cc2)cc1
-12,-10,-0.1,7,4,-11,7,12,-11,0,COc1ccc(S(=O)(=O)Nc2cc3c4c(c2)CC(=O)N4CCC3)cc1OC
6,-3,-0.1,-3,1,8,3,-3,5,4,Cc1nc(Cl)c(C(=O)NC(=O)NCc2ccccc2)c(C)c1Cl
6,2,0.2,2,2,-7,3,7,-4,3,COC(=O)c1cccc(C23CC4(C2)[C@H](CN(Cc2ccc(-c5ccccc5)cc2)[C@@H]4c2ccccc2)C3c2ccccc2)c1 (stereo partly drawn)
2,2,-0.8,1,-3,0,0,2,-6,6,COc1ccc(N(CC(=O)NCC2CCCO2)C(=O)CCC(=O)Nc2nccs2)cc1 (stereo not drawn)
-2,0,0.1,-5,-3,-9,-1,-28,-7,9,COc1ccc2c(c1)N(S(=O)(=O)c1ccccc1)CCC2=O
3,-4,0.2,1,-2,-1,3,1,0,-1,CC(=NNc1nc2ccccc2s1)c1ncccn1
7,-8,0.0,3,8,-5,3,10,-1,0,O=S(=O)(NCc1ccccc1)c1ccc2ccccc2c1

A different layout for 4 compounds above.
Cc1ccc(-n2c(SCC(=O)O)nc3sc4c(c3c2=O)CCCC4)cc1
- ARFGAP1 inhibitor: -17
- DDE Tn6 FP inh: 2
- proKLK7 act: 0.0
- ADAM17 inh: 3
- PLCg1 inh: -3
- DDE Tn7 FP inh: -1
- LEDGF integ inh: 0
- ADAM10 inh: -2
- TDP2 inh: 17
- ASAP1 inh: -2

O=C(c1cccc(F)c1)N1CCN(S(=O)(=O)c2ccc(C(F)(F)F)cc2)CC1
- ARFGAP1 inhibitor: 0
- DDE Tn6 FP inh: -2
- proKLK7 act: -0.1
- ADAM17 inh: -6
- PLCg1 inh: -1
- DDE Tn7 FP inh: 2
- LEDGF integ inh: -1
- ADAM10 inh: 4
- TDP2 inh: 3
- ASAP1 inh: -9

O=C(CCSc1ccccc1)Nc1ccc(S(=O)(=O)N2CCOCC2)cc1
- ARFGAP1 inhibitor: 8
- DDE Tn6 FP inh: -1
- proKLK7 act: 0.4
- ADAM17 inh: 2
- PLCg1 inh: 0
- DDE Tn7 FP inh: 0
- LEDGF integ inh: 0
- ADAM10 inh: 3
- TDP2 inh: -6
- ASAP1 inh: 9

Cc1cc(C)cc(Nc2nc3ccccc3c(=O)[nH]2)c1
- ARFGAP1 inhibitor: 4
- DDE Tn6 FP inh: 2
- proKLK7 act: 0.3
- ADAM17 inh: 2
- PLCg1 inh: 3
- DDE Tn7 FP inh: -1
- LEDGF integ inh: 0
- ADAM10 inh: 6
- TDP2 inh: -3
- ASAP1 inh: -11

Remaining list, next part:
ARFGAP1 inhibitor,DDE Tn6 FP inh,proKLK7 act,ADAM17 inh,PLCg1 inh,DDE Tn7 FP inh,LEDGF integ inh,ADAM10 inh,TDP2 inh,ASAP1 inh,molecule
-7,-11,0.0,4,4,7,4,-7,-13,3,O=C(COC(=O)c1n[nH]c2ccccc12)NC(=O)NCc1ccco1
2,1,73*,i,i,4,-2,i,-8,2,Cc1c(CCC(=O)NCCCN2CCCC2=O)c(=O)oc2cc(O)ccc12
-1,1,0.1,0,4,-4,3,-2,14,-6,Cn1nccc1C(=O)N1CCCC(C(=O)c2cccc3ccccc23)C1 (stereo not drawn)
-11,6,0.6,4,-84,-3,1,10,7,-7,COc1ccc([C@H]2CC(=O)C=C(c3cc(OC)ccc3OC)C2)cc1
-5,4,0.6,-3,-10,1,5,-5,-14,10,O=C(O)c1ccc2c(=O)n3cc(C(=O)c4ccccc4O)cc(Cl)c3nc2c1
12,-3,0.3,-3,2,-4,0,-4,21,-15,COC(=O)C1CCCCN1C(=O)c1ccc(OC2CCN(C(C)=O)CC2)c(OC)c1 (stereo not drawn)
16,0,0.9,-9,-20,4,0,-28,-6,-14,COc1ccccc1-c1nc(C#N)c(N2CCN(c3ccccc3)CC2)o1
7,2,-0.4,3,3,0,-2,8,-8,3,COc1ccc(C2C(C(C)=O)=C(C)Nc3ncnn32)cc1 (stereo not drawn)
0,-10,1.1,-1,1,2,-2,4,7,6,O=C1CCC[C@@H]2C[C@@]3(C[C@@H]4CCN1[C@H]24)Nc1cc(Cl)ccc1NC3=NC1CCCCC1
2,2,0.8,-2,0,5,1,-6,15,5,NC(=O)CCCCC(=O)OCCCc1cccs1
-2,1,0.6,-2,-1,-8,2,8,7,-1,COC(=O)c1ccc(CN2[C@H](C(=O)OC)C[C@@]3(O)[C@H](O)[C@H](O)[C@H](O)C[C@@H]23)cc1
14,3,0.2,-9,-1,10,-4,-9,11,12,Cc1ccc(SCC(=O)N2CCN(c3ccccn3)CC2)cc1
